Vif-APOBEC3F blk – inhibitors of Vif-A3F interaction. HeLa A3F-eYFP + Vif (tagged APOBEC3F with the HIV-1 protein that degrades it), YFP fluorescence increase. Potency, µM (titrated, usually from 46.1 µM), inactives show at the highest dose activity, negative = active. actives 0.2% (n = 390,000). AID 602313; note: potency is the fitted concentration of half-maximal effect; % of control where 0% means no effect; nearly all actives have a fitted effect of over 65% in size
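HeLa cells stably expressing A3F-eYFP plus Vif, plated and incubated overnight at 37 deg C, then exposed to compounds overnight at 37 deg C. Blocked degradation read as raised yellow fluorescence (Ex 488/Em 500-530).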
RGS4 inhibitor – human RGS4 inhibition; actives 0.039% (n = 390,000); Potency, µM (doses to about 114 µM), for the others: at the highest dose activity change, negative = inhibition, actives largely listed as inhibitors; AID 504845; Transcreener GDP fluorescence polarization, RGS4-accelerated GTP hydrolysis; note: potency is the fitted concentration of half-maximal effect; % is set by controls: 0 for no effect and ±100 for the full control effect; nearly all actives have a fitted effect of over 75% in size; some results filed as inactive show a strong effect at the top dose
Target sequence (P49798 whole entry, looked up): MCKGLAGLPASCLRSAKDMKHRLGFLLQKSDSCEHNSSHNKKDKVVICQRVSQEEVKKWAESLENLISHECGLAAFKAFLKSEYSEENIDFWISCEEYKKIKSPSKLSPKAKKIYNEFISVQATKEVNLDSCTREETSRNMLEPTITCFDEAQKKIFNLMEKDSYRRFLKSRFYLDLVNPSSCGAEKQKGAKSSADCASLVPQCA
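MLSMR compounds (23 nl, pin-transferred) preincubated 10 min at room temperature with a 500nM (2x) first reagent, then RGS4 at 900nM (2x) plus Transcreener GDP mix added; fluorescence polarization (620/688 nm) read before and after 90 min at 30 °C.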
GRP78 ERSR act – ER stress response induction in glioma; U87-MG GRP78 promoter luciferase reporter, 16 h; Potency, µM, inactives show at the top dose activation, most hits filed as activators; actives 0.02% (n = 420,000); note: potency is the fitted concentration of half-maximal effect; series mostly up to about 76 µM; % of control where 0% means no effect; nearly all actives have a fitted effect of over 35% in size
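Stably transfected U87-MG human glioma cells carrying a GRP78-based luminescent sensor were seeded at 1000 cells/well, pin-dosed with compounds and incubated 16 h. Luciferase reagent was then added, and end-point luminescence was read after 10 min at room temperature.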
D2 agonist – activates the human D2 dopamine receptor; HEK293 T-REx D2 cells, calcium flux agonist mode; activation, % at 2 µM; actives 0.53% (n = 340,000); AID 485358;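 active = activation over 3 SD above normal in the single-dose calcium agonist read, cut at about 30% in these data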; note: 0% is about no effect
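Tetracycline-induced HEK293 Trex cells with D2 receptor force-coupled to calcium signaling, plated overnight at 30 C and loaded with no-wash calcium dye. Calcium flux read kinetically for 180 s after compound addition; responses flag agonists.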
ALOX12 inh – ALOX12 (human) lipoxygenase inhibition; P18054; purified 12hLO, xylenol orange hydroperoxide absorbance; Potency, µM (doses to about 108 µM), for the others: at the top dose activity change, negative = inhibition, actives largely listed as inhibitors; actives 1.1% (n = 580,000); note: potency is the fitted concentration of half-maximal effect; % is set by controls: 0 for no effect and ±100 for the full control effect
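Hydroperoxide product was detected by ferrous iron/xylenol orange as the 573 to 405 nm absorbance ratio. Arachidonic acid at 40 uM (final) was turned over for 30 min at room temperature by 150 nM human 12hLO, pH 7.0 Hepes buffer, after 15 min compound preincubation.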
LDHA block – blocks human lactate dehydrogenase A. P00338. purified LDHA, NADH/diaphorase-resazurin fluorescence; hits give low values. activity change, % (values are at about 110 or 230 µM). actives 0.15% (n = 480,000). AID 1347041; in the data active = activity change below about -30%; inconclusive = mostly about -25% to -30%;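 note: plate controls were DMSO wells for no effect and wells without enzyme for full effect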
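Enzyme activity of human lactate dehydrogenase 5 (2 nM; 0.06 mM NADH, 0.2 mM pyruvate, 5 min, RT) is measured via a resazurin/diaphorase fluorescence readout of residual NADH.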
ERG Ets-DNA blk – inhibitors of human ERG Ets domain-DNA interaction. P11308. fluorescence polarization, His-ERG Ets domain / labelled DNA. Potency, µM (top dose mostly 76.9 µM), inactives show top-dose FP activity, negative = inhibition, usual class: inhibitors. actives 0.028% (n = 370,000); active = well fitted inhibition curve with a large enough effect in the polarisation, with a control signal flat; inconclusive = small, poorly fitted or top-dose-only effect, or effect the other way, or a change in a side signal; inactive = no such curve, though single readings can be large or run the other way; the % refers to the polarisation;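 note: polarization taken with two DNA probes labelled with fluorescein and Texas red; potency is the fitted concentration of half-maximal effect; % of control where 0% means no effect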
Target sequence (P11308 whole entry, looked up, the tested form may be a part): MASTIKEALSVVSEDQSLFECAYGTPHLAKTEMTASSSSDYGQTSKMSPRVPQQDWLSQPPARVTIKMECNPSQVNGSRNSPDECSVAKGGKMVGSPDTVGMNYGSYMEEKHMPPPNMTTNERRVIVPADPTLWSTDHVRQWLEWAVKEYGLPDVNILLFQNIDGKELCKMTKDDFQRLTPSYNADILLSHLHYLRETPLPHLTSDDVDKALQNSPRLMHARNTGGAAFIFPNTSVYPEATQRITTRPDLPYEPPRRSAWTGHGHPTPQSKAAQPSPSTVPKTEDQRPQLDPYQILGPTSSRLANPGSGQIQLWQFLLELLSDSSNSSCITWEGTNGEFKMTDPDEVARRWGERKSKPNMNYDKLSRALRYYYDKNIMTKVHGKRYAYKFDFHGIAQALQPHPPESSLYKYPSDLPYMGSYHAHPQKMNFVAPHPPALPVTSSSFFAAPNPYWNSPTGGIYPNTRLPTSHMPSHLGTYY
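His-tagged ERG Ets domain (1 uM in the protein solution; 300mM KCl, 50mM Tris-HCl, 1mM EDTA, 1mM DTT, pH 7.5) received compound, then a probe mix of 5 nM fluorescein-DNA and 100nM Texas-615-DNA. Fluorescence polarization was read for both dyes.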
D2 antag – antagonists of human D2 dopamine receptor. P14416. HEK293 TREx D2 cells, calcium flux, dopamine EC80. inhibition, % at 10 µM. actives 2% (n = 340,000); in the data active = inhibition above about 30%; note: 0% is about no effect
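In this primary screen, negative modulation is detected by tracking calcium flux after an EC80 dopamine challenge in inducible HEK293 T-REx D2 cells preexposed to test compound for 180 s.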
Vif-APOBEC3G blk – Vif-A3G binding inhibition; Q9HC16; HeLa A3G-eYFP + Vif (tagged APOBEC3G with the HIV-1 protein that degrades it), YFP fluorescence, overnight; Potency, µM (series often up to 46.1 µM), for the others: at the highest dose activity, negative = active, usual class: inhibitors; actives 0.076% (n = 410,000);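 note: potency is the fitted concentration of half-maximal effect; % is set by controls: 0 for no effect and ±100 for the full control effect; nearly all actives have a fitted effect of over 60% in size; hits raise eYFP signal because A3G escapes Vif-driven loss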
Target sequence (Q9HC16 whole entry, looked up): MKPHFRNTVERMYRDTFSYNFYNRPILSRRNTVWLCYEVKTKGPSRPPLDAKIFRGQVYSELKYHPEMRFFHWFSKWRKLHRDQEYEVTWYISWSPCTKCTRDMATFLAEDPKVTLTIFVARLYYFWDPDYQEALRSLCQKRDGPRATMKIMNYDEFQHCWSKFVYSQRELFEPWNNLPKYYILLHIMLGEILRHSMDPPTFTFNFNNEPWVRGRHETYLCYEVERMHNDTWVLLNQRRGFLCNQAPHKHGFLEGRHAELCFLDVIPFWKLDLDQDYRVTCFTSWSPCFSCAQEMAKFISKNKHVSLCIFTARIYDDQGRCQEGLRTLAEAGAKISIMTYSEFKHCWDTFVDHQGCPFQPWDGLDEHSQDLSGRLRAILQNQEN
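HeLa cells stably expressing Vif and C-terminally eYFP-tagged A3G, seeded overnight at 37 deg C, then exposed to compound by pintool overnight at 37 deg C. Rise in yellow fluorescence (Ex 488/Em 500-530, Acumen) marks blocked Vif-driven A3G degradation.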
An asterisk follows results filed as active; i = inactive; ? = inconclusive; . = not tested or not shown; & = joins results of further samples; [ ] = remark or other dose. Unless noted, calls come from the whole dose curve; as a rule, active = well fitted curve in the direction sought with a large enough effect; inconclusive = small, poorly fitted or top-dose-only effect, or another doubt; inactive = no such curve, though single readings can be large; an effect the other way counts as inactive or inconclusive.

SMILES	Vif-APOBEC3F blk	RGS4 inhibitor	GRP78 ERSR act	D2 agonist	ALOX12 inh	LDHA block	ERG Ets-DNA blk	D2 antag	Vif-APOBEC3G blk
COc1cccc(NC(=O)c2cn(C3CCCCC3)c(=O)c3c2c2ccccc2n3C)c1	-8%	4%	-3%	0.6	3%	-6	5%	.	-4%
CCOC(=O)Cc1csc(NC(NC(=O)OCC)(C(F)(F)F)C(F)(F)F)n1	-7%	-8%	-2%	0.6	0%	-6	-1%	0	-7%
CC(=NCc1ccco1)c1c(C)[nH]n(-c2nc3ccccc3s2)c1=O	-4%	-9%	-6%	0.0	22%	-3	-1%	17	0%
O=C(/C=C\c1ccccc1)NC1CC(=O)N(c2ccccc2)C1 (stereo not given)	3%	2%	1%	-0.7	2%	-11	5%	.	0%
COc1ccc(C(=O)Nc2ccc(-c3nc4ccccc4s3)cc2C)cc1Cl	-11%	9%	-1%	0.4	?	1	-3%	.	0%
O=S1(=O)CC(O)C(N(CCO)C(=S)Nc2ccccc2)C1 (stereo not given)	3%	-4%	-3%	0.5	74%[activator]	-14	0%	3	1%
OCCn1c(CSc2nc3ccccc3n2CCO)nc2ccccc21	5%	12%	-6%	-0.7	25%	-2	.	11	2%
CCC(=O)Nc1cc(-c2nc3cc(C)cc(C)c3o2)ccc1C	4%	10%	4%	-1.5	-17%	-16	1%	.	-3%
COc1ccc(C)cc1NC(=O)CSc1nnc2ccc(-c3cccnc3)nn12	5%	-32%	-4%	0.8	-4%	-5	6%	-3	3%
Cc1n[nH]c2ccccc2c1=O	0%	-12%	-3%	.	?	0	13%	.	0%
CCN(CC)C(=O)c1cc(-c2ccccc2OC)on1	-1%	-9%	4%	0.6	-25%	-1	-6%	16	-3%
COC(=O)c1ccc(COc2ccccc2/C=N/Nc2cccc(C(=O)O)c2)cc1	-4%	-7%	-4%	1.1	?	3	4%	-1	5%
O=C(CSc1cccc[n+]1[O-])Nc1ccc2c(c1)OCO2	3%	0%	-4%	.	-8%	0	10%	.	-2%
CC(OC(=O)CCc1nc2ccccc2c(=O)[nH]1)C(=O)Nc1ccc2c(c1)OCO2 (stereo not given)	0%	-17%	-3%	-0.2	-3%	0	17%	-23	-7%
CCN(CC)CCN(C(=O)CCOc1ccccc1)c1nc2c(F)cc(F)cc2s1	5%	-11%	-5%	.	?	-2	-10%	.	-2%
CCCn1nnnc1NCc1ccc(C(C)C)cc1	-3%	-32%	-2%	-0.8	0%	-4	6%	34*	-1%
O=[N+]([O-])c1ccc(OCCn2cncn2)cc1	8%	10%	-2%	0.8	7%	-7	4%	-8	0%
Cc1ccnc2nc(C(=O)OCC(=O)NCc3cccc(Cl)c3)nn12	-12%	7%	-6%	1.5	-4%	-8	-1%	-12	0%
O=C(N[C@H]1C/C=C\C[C@H](CC(=O)N(CCO)Cc2ccccc2)C(=O)N[C@@H](c2ccccc2)COC1=O)OCC1c2ccccc2-c2ccccc21	-1%	-4%	-6%	.	.	0	-20%	.	-9%
CC(C)(C)c1ccc(C(=O)NCC(=O)O)cc1	2%	-4%	-2%	0.3	-2%	-3	-1%	14	-3%
COc1ccc(S(=O)(=O)NCC(c2cccs2)S(=O)(=O)c2ccccc2)cc1OC (stereo not given)	-4%	-12%	0%	2.3	-22%	-1	2%	.	6%
O=C(CCS(=O)(=O)c1ccccc1)Nc1nc2c(s1)COc1ccccc1-2	?	-25%	-11%	0.5	16%	7	4%	12	?
Cc1cc(N2CCCC2=O)ccc1S(=O)(=O)NC1CCCCC1	0%	-5%	-6%	0.1	-8%	-8	8%	-10	-6%
O=C(NC1CCCc2ccccc21)c1ccc(CNc2c(N3CCOCC3)c(=O)c2=O)cc1 (stereo not given)	0%	-18%	-3%	-0.5	1%[57.4 µM]	1	-5%	-7	-9%
Cc1ccc(CN(CC(=O)NCc2ccccn2)S(=O)(=O)c2ccccc2)cc1	-10%	26%	-5%	-0.7	153%[activator]	-2	-12%	-10	0%
CCSc1ccc(-c2ccco2)nn1	4%	-43%	7%	.	-12%	-7	5%	.	1%
Cc1ccc(CSc2nc3c(c(=O)[nH]2)C(c2ccncc2)C2=C(CCCC2=O)N3)cc1 (stereo not given)	-5%	-27%	-4%	-0.4	0%	-15	-5%	0	-3%
Cc1ccc(-c2nc(C#N)c(NCCN3CCCCC3)o2)cc1	-1%	8%	1%	0.4	?	-8	3%	-26	-2%
CN1/C(=C\C(=O)C[n+]2cccc(C(N)=O)c2)C(C)(C)c2ccccc21	-3%	-2%	-2%	1.3	13%	-2	6%	18	0%
COc1ccc(N(CCCN2C(=O)c3cccc4cccc(c34)C2=O)C(=O)c2ccncc2)cc1	3%	11%	-4%	2.8	?	4	8%	-3	-7%
COc1cc(C(=O)N(Cc2cc3ccccc3[nH]c2=O)CC2CCCO2)cc(OC)c1OC (stereo not given)	-2%	18%	-3%	1.4	-1%	-6	-5%	-10	2%
O=C(O)CC(C(=O)Nc1cccc(C(F)(F)F)c1)C1CCCO1 (stereo not given)	1%	-2%	-3%	-0.4	-22%	-7	-2%	2	-2%
COc1ccccc1NC(=O)Cn1cnc2c(oc3ccccc32)c1=O	0%	-7%	-2%	-0.8	7%[57.4 µM]	0	0%	-4	-5%
Cn1ccc2c(N(c3ccccc3)C3CCCCC3)cc3c(c21)C1CCC3O1 (stereo not given)	.	.	-3%	.	?	4	.	.	-1%
COc1cc(Cl)ccc1OC(=O)c1cn(-c2ccccc2OC)c(=O)c2ccccc12	-7%	15%	1%	1.3	-4%	-6	-7%	.	3%
CCOc1cc(/C=C(\C#N)C(=O)Nc2cccc(C(=O)O)c2)ccc1OCc1ccc(Br)cc1	-12%	-31%	3%	-0.7	-9%	-9	-4%	-5	-1%
OC(c1ccccc1)c1nc(-c2cc(F)cc(F)c2)cs1 (stereo not given)	.	.	1%	.	-5%	-4	.	.	-4%
O=C(Nc1ccc(Cl)cn1)c1cc2c(s1)-c1ccccc1OC2	2%	-16%	7%	0.2	-15%	-9	7%	26	-1%
COc1ccc(NC(=O)c2cc(-c3cc(F)ccc3OC)n[nH]2)cc1OC	.	.	-3%	.	4%	-4	.	.	-13%
CC1CCN(C(=O)COC(=O)c2n[nH]c(=O)c3ccccc23)CC1	1%	2%	3%	0.2	-2%&-1%	-4&2	4%	8	-4%
CCOc1ccc(S(=O)(=O)NCc2ccc(F)cc2)c2cccnc12	.	12%	-7%	0.2	-21%	4	2%	-8	1%
Cc1cccc(NC(=S)NNC(=O)c2csc(C(C)C)c2)c1	-2%	-24%	10%	1.3	-23%	-14	-1%	13	-3%
O=C(O)CCCCCN1C(=O)/C(=C\c2ccncc2)SC1=S	-8%	-30%	-7%	1.7	?	27	6%	-11	-2%
CN(C)c1ccc(P(=O)(CC(=O)N/N=C/c2ccc(C#N)cc2)OCCCl)cc1 (stereo not given)	-3%	-21%	-2%	0.0	46%[activator]	-11	7%	-16	-2%
Cc1cc(C)c(N(CC(=O)NCc2ccccc2)C(=O)c2csnn2)c(C)c1	-7%	-5%	-6%	0.6	5%	-5	4%	-8	0%
COC(=O)CCC(=O)OC1(C)C(=O)C=C2C=C(C3CC3)N(C3CCCC3)C=C2C1=O (stereo not given)	1%	20%	-3%	-0.2	-6%	16	-5%	-14	-4%
CCOc1nc(N(C)C)nc(-n2nnc(C(C)=O)c2C)n1	4%	8%	-7%	0.3	25%	-4	-8%	0	-2%
CC(C)(C)OC(=O)C[C@@H]1C/C=C\C[C@H](CC(=O)NCCO)C(=O)N2CCC[C@@H]2COC1=O	0%	0%	-4%	.	-3%	0	-5%	.	-6%
N#C/C(=C\Nc1ccc(F)c(Cl)c1)S(=O)(=O)c1ccccn1	0%	-9%	-3%	0.3	i	1	-5%	6	5%
O=C(c1cc(-c2ccncc2)nc2ccccc12)N1CCCC(C(F)(F)F)C1 (stereo not given)	-1%	.	-2%	.	-7%&-30%	9&-5	.	.	-6%
COc1ccc2nc(N(CCN(C)C)C(=O)c3ccc4c(c3)OCCO4)sc2c1	-14%	-16%	9%	0.1	?	0	-3%	-14	6%
Cc1cc(C)cc(NC(=O)CSc2nc(N)c(NC(=O)c3ccc(Br)o3)c(=O)[nH]2)c1	1%	-19%	-3%	.	-21%	-6	11%	.	-1%
CCc1ccc(NC(=O)Cn2nnc(C(=O)NCCc3ccccc3)c2N)cc1	5%	-11%	-3%	-0.3	0%	-2	-2%	.	4%
COC(=O)c1ccc(Cn2cnc3c(N)ncnc32)cc1	19%	-5%	-4%	.	-23%	4	-1%	.	-12%
Fc1ccc(-c2noc3ncnc(Nc4ccc(F)cc4F)c23)cc1	4%	4%	-2%	-1.1	-26%	-4	-1%	.	3%

Quoted from above, 2 compounds:
SMILES	Vif-APOBEC3F blk	RGS4 inhibitor	GRP78 ERSR act	D2 agonist	ALOX12 inh	LDHA block	ERG Ets-DNA blk	D2 antag	Vif-APOBEC3G blk
COC(=O)c1ccc(Cn2cnc3c(N)ncnc32)cc1	19%	-5%	-4%	.	-23%	4	-1%	.	-12%
Fc1ccc(-c2noc3ncnc(Nc4ccc(F)cc4F)c23)cc1	4%	4%	-2%	-1.1	-26%	-4	-1%	.	3%

Source: PubChem (National Center for Advancing Translational Sciences (NCATS))

This is a subset. The share of hits here may be higher or lower than overall.
